Screening results as filed in PubChem BioAssay.
AT treatment: qHTS Assay for Identifying a Potential Treatment of Ataxia-Telangiectasia | 0.19% of 320,000 active | […] A-T fibroblasts, KAP-1 phosphorylation AlphaLISA; neocarzinostatin DNA damage 30 min before lysis | Potency, µM (highest dose often 57.5 µM), inactives show top-dose activation, usual class: activators; further: potency means the concentration at half of the fitted maximal effect; % of control where 0% means no effect; nearly all actives have a fitted effect of over 45% in size
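hTERT-immortalized A-T patient fibroblasts ([…]), 500 cells/well in OPTI-MEM, 1% FBS, got compounds for 60 min, then NCS for 30 min at 37C. Lysates were then assayed for phospho-KAP-1 by AlphaLISA (anti-pKAP1 donor, anti-KAP1 acceptor beads), 6 hr at 25C.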
TSHR antag: Antagonists of the Thyroid Stimulating Hormone Receptor: HTS campaign; Thyrotropin receptor (Homo sapiens), P16473; TSHR-expressing cells, TSH-stimulated cAMP HTRF, 2 h; active compounds read low; activity change, negative = inhibition, % at 11.5 µM; 0.2% of 330,000 active; AID 504810, 2011;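 active means activity change below a set negative limit, meaning inhibition stronger than a set level, cut at about -70% in these data; inconclusive means activity change between two set negative limits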; further: on the % scale 0 is the no-effect control and ±100 the full control effect
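Competitive HTRF cAMP read-out (cryptate anti-cAMP antibody, cAMP-d2; 30 min, room temperature) in freshly harvested TSHR cells. Compounds added before TSH at EC80 (4nM final), followed by 2 hours' incubation at 37 deg C.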
Tb PFK inh: qHTS Assay to Find Inhibitors of T. brucei phosphofructokinase; 0.17% of 330,000 active; T. brucei PFK, ADP-Glo luminescence; Potency, µM (highest dose often 57.5 µM), without a hit: at the top dose activity, negative = inhibition, actives largely listed as inhibitors; AID 485367, 2010; ATP-dependent 6-phosphofructokinase (Trypanosoma brucei brucei), O15648;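 further: potency means the concentration at half of the fitted maximal effect; 0% = uninhibited 1x PFK enzyme wells and -100% = no-enzyme wells; nearly all actives have a fitted effect of over 60% in size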
Target sequence (O15648 whole entry, looked up): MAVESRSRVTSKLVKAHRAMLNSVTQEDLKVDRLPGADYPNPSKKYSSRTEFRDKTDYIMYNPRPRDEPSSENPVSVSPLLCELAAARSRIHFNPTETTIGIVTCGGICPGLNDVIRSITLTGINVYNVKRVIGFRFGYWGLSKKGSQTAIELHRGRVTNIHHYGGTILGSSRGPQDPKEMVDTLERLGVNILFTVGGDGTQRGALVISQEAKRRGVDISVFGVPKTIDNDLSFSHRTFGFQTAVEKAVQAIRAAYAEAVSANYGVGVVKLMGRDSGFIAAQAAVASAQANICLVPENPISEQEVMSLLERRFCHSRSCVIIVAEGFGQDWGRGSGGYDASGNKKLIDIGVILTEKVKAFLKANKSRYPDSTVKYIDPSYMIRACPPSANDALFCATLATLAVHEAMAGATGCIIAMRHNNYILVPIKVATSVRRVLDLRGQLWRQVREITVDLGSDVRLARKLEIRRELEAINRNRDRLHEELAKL
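PFK 1.25 nM, F6P 0.5 mM, ATP 0.1 mM, 0.1 M TEA pH 8.0, 5 mM MgCl2, 0.01% Tween20, 0.1% BSA; 45 min RT. ADP-Glo readout. qHTS titration up to 57 uM; curves fitted, compounds curve-classed.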
ASM inhibitor: Inhibitors of Secretory Acid Sphingomyelinase (S-ASM): qHTS; Sphingomyelin phosphodiesterase (Homo sapiens), P17405; placental ASM, HMU-PC fluorogenic substrate, 60 min; Potency, µM (titrated, usually from 57.5 µM), for inactives: top-dose activity change, negative = inhibition, most hits filed as inhibitors; 0.006% of 340,000 active; further: potency means the concentration at half of the fitted maximal effect
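qHTS format. ASM enzyme prepared from human placenta hydrolyses the fluorogenic substrate HMU-PC0 (9 uM final) over 60 min at 37 °C after a 10 min compound preincubation.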
BCR signal inh: qHTS Assay to Find Inhibitors of Chronic Active B-Cell Receptor Signaling | ABC-DLBCL IkBa-CBG/CBR reporter, luminescence ratio, 4 h | Potency, µM (top dose mostly 46.1 µM), for the others: at the top dose ratio change, negative = lower green/red ratio, actives largely listed as inhibitors | 0.05% of 340,000 active | AID 493014, 2011; active means well fitted inhibition curve with a large enough effect in the signal ratio, with a control signal flat, not every such curve was filed as active; inconclusive means small, poorly fitted or top-dose-only effect, or effect the other way, or a change in a side signal; the % refers to the signal ratio;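 further: potency means the concentration at half of the fitted maximal effect; plate controls were basal doxycycline-induced cells for no effect and cells given 10 µM MG132 for full effect; MG132 reads +100%, hits lower the ratio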
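TMD8 human ABC-DLBCL cells with doxycycline-inducible IκBα–green luciferase fusion and unfused red luciferase, in 0.5% FBS medium; compounds up to 46 uM, 4 h at 37C. Green/red luminescence ratio, filter-overlap corrected, fitted to concentration-response curves.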
Integrin act MD: qHTS for Activators of Integrin-Mediated Alleviation for Muscular Dystrophy. alpha7betagal myoblasts, beta-gal FDG fluorescence, 48 h. Potency, µM (top dose mostly 38.3 µM), inactives show at the top dose activation, most hits filed as activators. 0.064% of 350,000 active;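 further: potency means the concentration at half of the fitted maximal effect; 100% = response of the positive control SU9516; nearly all actives have a fitted effect of over 60% in size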
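Alpha7betagal+/- myoblasts (passage 13) were plated 16-24 hr, then exposed to compounds (1:260 dilution of DMSO stock) for 48 hours at 37C. After MPER lysis, β-galactosidase reporter activity was read as FDG fluorescence (ex 480/em 540) after 30 minutes.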
Eya2 inh: qHTS Assay for Inhibitors of the Phosphatase Activity of Eya2; Protein phosphatase EYA2 (Homo sapiens), O00167; recombinant Eya2, OMFP fluorescence dephosphorylation (OMFP is methylfluorescein phosphate); Potency, µM (top dose mostly 76.9 µM), for inactives: at the highest dose activity, negative = inhibition, hits mostly inhibitors; 0.006% of 330,000 active; AID 488837, 2010; further: potency means the concentration at half of the fitted maximal effect; on the % scale 0 is the no-effect control and ±100 the full control effect
Target sequence (O00167 whole entry, looked up): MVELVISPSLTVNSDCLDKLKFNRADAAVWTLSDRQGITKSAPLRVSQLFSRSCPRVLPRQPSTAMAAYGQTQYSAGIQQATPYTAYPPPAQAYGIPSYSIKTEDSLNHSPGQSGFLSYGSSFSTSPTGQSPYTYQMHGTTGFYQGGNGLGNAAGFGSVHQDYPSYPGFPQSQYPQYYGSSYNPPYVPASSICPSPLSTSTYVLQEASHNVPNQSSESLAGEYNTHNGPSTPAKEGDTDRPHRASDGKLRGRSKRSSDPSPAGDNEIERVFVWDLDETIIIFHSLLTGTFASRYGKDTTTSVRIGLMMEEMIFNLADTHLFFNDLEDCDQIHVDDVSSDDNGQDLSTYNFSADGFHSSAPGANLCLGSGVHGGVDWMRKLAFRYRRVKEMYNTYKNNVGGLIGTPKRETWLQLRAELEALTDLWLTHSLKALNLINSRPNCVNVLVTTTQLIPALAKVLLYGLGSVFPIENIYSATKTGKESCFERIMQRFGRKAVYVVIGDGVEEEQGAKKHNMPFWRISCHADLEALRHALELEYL
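Eya2 protein (added as 0.2 uM solution) was preincubated with compound for 10 min at ambient temperature in 50 mM HEPES pH 7.5, 50 mM NaCl, 5 uM MgCl2, 0.05% BSA, 1 mM DTT. OMFP (added at 50 uM) then reacted 10 min; fluorescence read at 485/525 nm.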
TCR act: Activators of T cell receptors: qHTS campaign; AID 504894, 2011; 330,000 tested, under 10 active; primary human leukocytes, anti-CD3, IL-2 HTRF, 48 h; Potency, µM (doses to about 9.22 µM), without a hit: top-dose activation of IL-2 secretion, hits mostly activators; further: % of control where 0% means no effect
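HTRF read-out of IL-2 secretion: europium cryptate donor excited at 320nm, d2 acceptor emission at 665nm. Cells were primary human leukocytes incubated 48 hr with compounds and a-CD3 beads, supplying TCR signal only.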
Mito fusion act: qHTS Assay for Small Molecule Inhibitors of Mitochondrial Division or Activators of Mitochondrial Fusion | S. cerevisiae fusion-defective mutant growth rescue, CellTiterGlo 48 h | Potency, µM (doses to about 46.1 µM), for the others: top-dose growth rescue (activation), usual class: activators | 0.23% of 320,000 active;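 further: potency means the concentration at half of the fitted maximal effect; % of control where 0% means no effect; nearly all actives have a fitted effect of over 45% in size; temperature-sensitive fusion mutants such as fzo1-1 at 37 °C on non-fermentable ethanol glycerol medium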
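Yeast fusion mutant, YPEG (non-fermentable carbon), compound, 48 h at 37C non-permissive; CellTiterGlo added, 10 min RT, luminescence read. Rescued growth = division inhibition.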
ELG1 DNA repair: qHTS screen for small molecules that inhibit ELG1-dependent DNA repair in human embryonic kidney (HEK293T) cells expressing luciferase-tagged ELG1; 2.3% of 330,000 active; HEK293T ELG1-luciferase reporter, luminescence, 16 h; DNA damage induced by 5-fluorouridine; AID 504467, 2011; Potency, µM (titrated, usually from 46.1 µM), inactives show at the highest dose activity change, negative = inhibition, actives largely listed as inhibitors; further: potency means the concentration at half of the fitted maximal effect; on the % scale 0 is the no-effect control and ±100 the full control effect; nearly all actives have a fitted effect of over 55% in size
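Cells (2,000 per well) received 5-fluorouridine plus test compound or DMSO and were incubated 16 hr at 37 °C, 5% CO2. Luciferase activity was read by luminescence 30 min after ONE-Glo addition; signal suppression marked inhibition of damage-induced ELG1 function.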
TSG101-PTAP inh: qHTS Assay for Iinhibitors of HIV-1 Budding by Blocking the Interaction of PTAP/TSG101; AID 493005, 2010; 340,000 tested, under 10 active; Potency, µM (top dose mostly 115 µM), for the others: at the highest dose activity change, negative = inhibition, most hits filed as inhibitors; Fluorescence polarization, FITC-PTAP peptide / Tsg101 binding; active means well fitted inhibition curve with a large enough effect in the main read-out, with a control signal flat, not every such curve was filed as active; inconclusive means small, poorly fitted or top-dose-only effect, or effect the other way, or a change in a side signal; inactive means no such curve, though single readings can be large or run the other way; further: potency means the concentration at half of the fitted maximal effect; % of control where 0% means no effect
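Fluorescence polarization binding of Tsg101 binding domain (10 uM final) to FITC-labeled PTAP peptide (50 nM final) in HEPES pH 7.5 buffer with NaCl, Tween 20, EDTA, TCEP. Compounds added before peptide; binding 20 min at RT.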
Starred values were filed as active, the others as inactive; [ ] = remark or other dose. Unless noted, the call rests on the fitted dose curve; in most records, active means well fitted curve in the direction sought with a large enough effect; inconclusive means small, poorly fitted or top-dose-only effect, or another doubt; inactive means no such curve, though single readings can be large; an effect the other way counts as inactive or inconclusive. Compounds were not picked by outcome. About 3.2% of those tested had a hit in this group.

How did CC(C)OC(=O)CC(=O)CSc1nc(-c2ccc(F)cc2)cc(-c2ccccc2)c1C#N do in these assays?
AT treatment: -0.2%; TSHR antag: -17.4; Tb PFK inh: 7.7%; ASM inhibitor: 13.7%; BCR signal inh: -3.9%; Integrin act MD: 2.9%; Eya2 inh: -4.0%; TCR act: -8.0%[46.1 µM]; Mito fusion act: 2.2%; ELG1 DNA repair: inconclusive; TSG101-PTAP inh: 0.0%

What do the screens show for `O=c1cc(/N=C/c2coc3cc(Br)ccc3c2=O)[nH]c(=S)[nH]1`?
AT treatment: -16.3%; TSHR antag: -12.3; Tb PFK inh: 15.4%; ASM inhibitor: -4.4%; BCR signal inh: 14.0%; Integrin act MD: 12.7%; Eya2 inh: -2.3%; TCR act: -1.1%; Mito fusion act: 25.8%; ELG1 DNA repair: -23.2%; TSG101-PTAP inh: -3.1%

How did Cc1c(Cl)cccc1NC(=S)NCc1ccc2c(c1)OCO2 do in these assays?
AT treatment: 0.3%; TSHR antag: -1.4; Tb PFK inh: -2.6%; ASM inhibitor: 0.6%; BCR signal inh: -0.4%; Integrin act MD: -23.6%; Eya2 inh: -0.1%; TCR act: -7.8%[46.1 µM]; Mito fusion act: 19.2%; ELG1 DNA repair: -12.9%; TSG101-PTAP inh: -1.9%

What do the screens show for `O=C(COC(=O)/C=C/c1cccc(F)c1)NNC(=O)c1ccccc1`?
AT treatment: -4.5%; TSHR antag: 3.2; Tb PFK inh: 0.3%; ASM inhibitor: -2.6%; BCR signal inh: 3.6%; Integrin act MD: -24.4%; Eya2 inh: -16.2%; TCR act: -1.6%; Mito fusion act: -3.1%; ELG1 DNA repair: 2.3%; TSG101-PTAP inh: -3.3%

How did COCCN(CCOC)C(=O)c1sc2nc(-c3ccccc3)cn2c1C do in these assays?
AT treatment: 11.0%; TSHR antag: -2.5; Tb PFK inh: -8.6%; ASM inhibitor: -1.5%; BCR signal inh: 12.0%; Integrin act MD: 6.8%; Eya2 inh: 4.6%; TCR act: -1.9%; Mito fusion act: 1.4%; ELG1 DNA repair: 6.5%; TSG101-PTAP inh: -1.9%

What do the screens show for `CCOC(=O)NC(=O)CSc1cc(C)c2cc(C)cc(C)c2n1`?
AT treatment: 5.6%; TSHR antag: 8.6; Tb PFK inh: -2.2%; ASM inhibitor: inconclusive; BCR signal inh: -17.3%; Integrin act MD: 0.0%; Eya2 inh: -9.3%; TCR act: -9.7%; Mito fusion act: 6.6%; ELG1 DNA repair: 9.8%; TSG101-PTAP inh: -3.8%

How did O=C(CCN=C1NS(=O)(=O)c2ccccc21)Nc1ccc(Cl)cc1F do in these assays?
AT treatment: 5.7%; TSHR antag: 2.2; Tb PFK inh: -4.0%; ASM inhibitor: -0.3%; BCR signal inh: -3.1%; Integrin act MD: 3.2%; Eya2 inh: 10.3%; TCR act: 10.9%; Mito fusion act: -7.0%; ELG1 DNA repair: 10.5%; TSG101-PTAP inh: -6.5%

How did O=C(NCCCN1CCCC1=O)c1ccc(Cl)c(NS(=O)(=O)c2ccc(F)cc2)c1 do in these assays?
AT treatment: -0.9%; TSHR antag: -5.1; Tb PFK inh: 3.4%; ASM inhibitor: 0.3%; BCR signal inh: -0.5%; Integrin act MD: 8.9%; Eya2 inh: 4.8%; TCR act: 4.5%; Mito fusion act: 4.3%; ELG1 DNA repair: 4.1%; TSG101-PTAP inh: -7.1%

Results for COc1ccc(C)c(-n2c(=O)n(Cc3ccccc3)c(=O)c3[nH]cnc32)c1 ?
AT treatment: -0.9%; TSHR antag: 0.9; Tb PFK inh: 1.0%; ASM inhibitor: 5.5%; BCR signal inh: inconclusive; Integrin act MD: 0.0%; Eya2 inh: 14.7%; TCR act: 6.4%; Mito fusion act: -3.6%; ELG1 DNA repair: -3.6%; TSG101-PTAP inh: -9.8%

What do the screens show for `CCC(Oc1ccc(C)cc1)C(=O)Nc1ccc(S(=O)(=O)Nc2cc(C)on2)cc1` (centres undefined)?
AT treatment: 6.2%; TSHR antag: 0.4; Tb PFK inh: -0.1%; ASM inhibitor: -1.6%; BCR signal inh: 8.7%; Integrin act MD: -18.0%; Eya2 inh: 9.3%; TCR act: 1.1%; Mito fusion act: -0.2%; ELG1 DNA repair: 13.6%; TSG101-PTAP inh: -0.5%

Results for CCn1nc(C(=O)Nc2ccc3nc(C)sc3c2)c2ccccc2c1=O ?
AT treatment: 11.5%; TSHR antag: -6.4; Tb PFK inh: 9.8%; ASM inhibitor: -3.4%; BCR signal inh: inconclusive; Integrin act MD: 20.9%; Eya2 inh: -5.2%; TCR act: -3.8%[46.1 µM]; Mito fusion act: 8.0%; ELG1 DNA repair: inconclusive; TSG101-PTAP inh: -0.6%

How did Cc1cc(OCC(=O)Nc2ccncc2)ccc1Br do in these assays?
AT treatment: -1.1%; TSHR antag: -21.8; Tb PFK inh: -10.3%; ASM inhibitor: 0.3%; BCR signal inh: -8.5%; Integrin act MD: -39.6%; Eya2 inh: 6.7%; TCR act: -3.3%; Mito fusion act: 1.4%; ELG1 DNA repair: inconclusive; TSG101-PTAP inh: -3.5%

How did CC(=O)OC(C(=O)NCCN1CCOCC1)c1c(F)cccc1F (centres undefined) do in these assays?
AT treatment: 1.5%; TSHR antag: 0.2; Tb PFK inh: 2.0%; ASM inhibitor: -1.1%; BCR signal inh: -0.3%; Integrin act MD: 6.9%; Eya2 inh: -4.5%; TCR act: -2.4%; Mito fusion act: 6.2%; ELG1 DNA repair: 4.5%; TSG101-PTAP inh: -0.3%

What do the screens show for `CC1=C(C(=O)Nc2cc(C(=O)N3CCC(C)CC3)ccc2C)SCCO1`?
AT treatment: 1.1%; TSHR antag: -7.9; Tb PFK inh: -0.3%; ASM inhibitor: -5.1%; BCR signal inh: 5.8%; Integrin act MD: -6.5%; Eya2 inh: 5.3%; TCR act: 1.1%; Mito fusion act: 2.0%; ELG1 DNA repair: -1.8%; TSG101-PTAP inh: -5.5%

What do the screens show for `CCCN(C(=O)C1CSC2(C)CCC(=O)N12)c1c(N)n(Cc2ccccc2)c(=O)[nH]c1=O` (centres undefined)?
AT treatment: -3.9%; TSHR antag: 12.7; Tb PFK inh: 0.8%; ASM inhibitor: 4.2%; BCR signal inh: 2.8%; Integrin act MD: -22.6%; Eya2 inh: 10.1%; TCR act: 1.8%; Mito fusion act: -4.7%; ELG1 DNA repair: -5.1%; TSG101-PTAP inh: -2.3%

Results for Cc1cc(C)c(C(N)=O)c(Nc2cccc3ccccc23)n1 ?
AT treatment: -2.4%; TSHR antag: -10.5; Tb PFK inh: 2.5%; ASM inhibitor: -2.7%; BCR signal inh: inconclusive; Integrin act MD: -3.5%; Eya2 inh: 1.6%; TCR act: -2.0%[46.1 µM]; Mito fusion act: 3.8%; ELG1 DNA repair: -1.0%; TSG101-PTAP inh: -1.6%

How did C=CCn1c(=O)c2c(nc(Br)n2Cc2ccccc2Cl)n(C)c1=O do in these assays?
AT treatment: -6.3%; TSHR antag: -19.3; Tb PFK inh: 2.4%; ASM inhibitor: -0.1%; BCR signal inh: 8.0%; Integrin act MD: -4.2%; Eya2 inh: -5.9%; TCR act: 3.2%; Mito fusion act: -7.1%; ELG1 DNA repair: inconclusive; TSG101-PTAP inh: -2.2%

What do the screens show for `O=C(Nc1ccccc1)c1cc2ccc3ccccc3c2s1`?
AT treatment: -4.5%; TSHR antag: -5.8; Tb PFK inh: 1.1%; ASM inhibitor: -3.7%; BCR signal inh: inconclusive; Integrin act MD: 5.0%; Eya2 inh: -13.4%; TCR act: 0.2%; Mito fusion act: 3.8%; ELG1 DNA repair: inconclusive; TSG101-PTAP inh: -2.6%
